PHOSPHO1 block = inhibitors of human PHOSPHO1 phosphatase. recombinant PHOSPHO1, absorbance phosphatase assay. AID 1565. inhibition, % at 13.3 µM. 290,000 compounds, 1.1% hits; in the data active = inhibition above about 60%
OXTR agonist = agonists of human oxytocin receptor. 320,000 compounds, 0.32% hits. AID 2435. activation, % at 3 µM. CHO-OTR cells, Fluo-8 calcium fluorescence; normalized: DMSO 0%, oxytocin 100%;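 active = activation above the mean of all tested compounds plus 3 SD, cutoff set per screening run, cut at about 20% in these data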;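 also: peak over basal fluorescence ratio from a 100 s FLIPR kinetic read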
Target sequence (P30559 whole entry, looked up): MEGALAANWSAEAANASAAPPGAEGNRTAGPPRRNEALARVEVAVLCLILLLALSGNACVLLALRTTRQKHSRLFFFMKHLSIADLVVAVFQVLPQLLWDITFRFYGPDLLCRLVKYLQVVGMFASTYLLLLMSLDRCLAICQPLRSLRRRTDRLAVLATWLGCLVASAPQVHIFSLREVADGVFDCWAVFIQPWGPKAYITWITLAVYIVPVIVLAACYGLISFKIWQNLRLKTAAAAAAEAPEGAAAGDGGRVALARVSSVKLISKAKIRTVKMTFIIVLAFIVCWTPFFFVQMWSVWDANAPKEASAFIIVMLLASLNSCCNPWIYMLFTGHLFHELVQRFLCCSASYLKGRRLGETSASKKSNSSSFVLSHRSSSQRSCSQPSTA
NALP1 inh = inhibitors of NALP1 inflammasome in yeast; S. cerevisiae NALP1/ASC/caspase-1 growth, X-gal OD620, 72 h; 280,000 compounds, 0.61% hits; inhibition, % at 10 µM; AID 2071; in the data active = inhibition mostly above about 24%, no sharp cut-off; inactive = mostly below about 32%; also: some compounds called inactive have numbers as strong as hits
MEKK2 WT-MEK5 = raises or lowers MEK5 binding to wildtype human MEKK2 PB1 domain; binding response (% of control), % at 10 µM; bead flow cytometry, Alexa488-MEK5 binding to MEKK2 WT; actives lie on both sides; AID 1531; 290,000 compounds, 1.1% hits; Q9Y2U5; in the data active = binding response below about 67% or above about 130%
PfM18AAP inh = PfM18AAP enzyme inhibition | recombinant PfM18AAP, H-Glu-NHMec fluorogenic cleavage | 290,000 compounds, 1.2% hits | inhibition, % at 7.35 µM;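 active = inhibition above the campaign mean inhibition over all tested compounds plus 3 SD, cut at about 28% in these data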;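 also: 0% = plate median of test compound wells and 100% = 2 mM ZnCl2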
MEKK3 PB1 HTS = modulators (inhibitors or enhancers) of MEK5 binding to human MEKK3 PB1 domain; binding response (% of control), % at 10 µM; bead-based flow cytometry, Alexa488-MEK5 binding to MEKK3; actives lie on both sides; 0 = blocked by unlabeled MEK5, 100 = vehicle; 290,000 compounds, 1.4% hits; Q99759;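 active = binding response more than 3 SD above or below the average of its plate-row segment, actives on both sides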;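 also: Alexa488 bead fluorescence after subtracting the streptavidin-only scavenger bead signal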
Target sequence (Q99759 whole entry, looked up, the tested form may be a part): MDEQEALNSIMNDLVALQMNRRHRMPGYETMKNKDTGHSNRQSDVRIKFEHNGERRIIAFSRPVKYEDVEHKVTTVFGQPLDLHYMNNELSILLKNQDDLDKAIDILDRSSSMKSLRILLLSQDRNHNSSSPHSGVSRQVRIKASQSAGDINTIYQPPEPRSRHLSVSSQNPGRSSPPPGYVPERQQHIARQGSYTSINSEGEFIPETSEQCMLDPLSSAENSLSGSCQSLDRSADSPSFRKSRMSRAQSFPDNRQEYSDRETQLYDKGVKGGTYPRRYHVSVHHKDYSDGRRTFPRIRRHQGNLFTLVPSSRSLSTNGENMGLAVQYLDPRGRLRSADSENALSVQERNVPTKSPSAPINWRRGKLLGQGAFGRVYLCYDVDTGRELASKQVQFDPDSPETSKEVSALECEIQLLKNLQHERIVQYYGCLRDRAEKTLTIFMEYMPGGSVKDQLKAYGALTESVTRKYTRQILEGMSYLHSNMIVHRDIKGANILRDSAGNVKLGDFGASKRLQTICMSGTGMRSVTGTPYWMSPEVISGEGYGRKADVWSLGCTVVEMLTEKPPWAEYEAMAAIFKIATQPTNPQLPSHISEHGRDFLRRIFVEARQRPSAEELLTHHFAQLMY
MEKK2 mut-MEK5 = signal of MEK5 binding to mutant human MEKK2 PB1 domain; 290,000 compounds, 0.35% hits; percent response, % at 10 µM; bead flow cytometry, Alexa488-MEK5 binding to MEKK2 mutant; in the data active = percent response above about 24%, passing the limit was not always enough; also: inactives centre near 1; some results filed as inactive read as strong as hits; reference of the scale not given here
GPR7 antagonist = blocks human GPR7 receptor signaling; AID 1861; GPR7-expressing cells, fluorescence antagonist assay; inhibition, % at 4.4 µM; 290,000 compounds, 1.1% hits; in the data active = inhibition above about 16%, passing the limit was not always enough;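 also: cells stimulated with the agonist NPW; 0% = agonist with vehicle and 100% = vehicle without agonist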
DNA FID counter = counter-screen for HCV NS3 helicase inhibitors: DNA intercalator displacement; DNA fluorescent intercalator displacement, fluorescence; inhibition, % at 7.9 µM; 290,000 compounds, 0.17% hits; in the data active = inhibition above about 37%;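 also: 0% = vehicle and 100% = reference compound; higher means more ethidium bromide displaced from hairpin DNA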
The depositor's hits bear a star; . = not tested or not shown.

#	SMILES	PHOSPHO1 block	OXTR agonist	NALP1 inh	MEKK2 WT-MEK5	PfM18AAP inh	MEKK3 PB1 HTS	MEKK2 mut-MEK5	GPR7 antagonist	DNA FID counter
1	O=C(NCc1ccccc1)C1=C[C@@H](c2csc3ccccc23)C[C@@H](OCc2ccc(CO)cc2)O1	44	1.1	-2	101	-4	97	-3	-3	-18
2	Nc1c(C(=O)O)nnn1Cc1ccccc1	-7	1.5	10	96	-4	103	0	-2	3
3	O=C(COc1ccc(Cl)cc1)N/N=C/CCc1ccccc1	38	-0.8	9	102	3	100	1	17	-6
4	C#CCOc1ccc(Br)cc1C(c1c(C)[nH][nH]c1=O)c1c(C)[nH][nH]c1=O	14	0.8	6	103	2	104	3	-9	-10
5	COc1cccc(-n2c(N)c(C(=O)Nc3c(C)n(C)n(-c4ccccc4)c3=O)c3nc4ccccc4nc32)c1	37	-0.1	14	78	-8	77	-15	3	-37
6	CC(C)COc1ccc(-c2nnc(-c3ccco3)o2)cc1	20	-0.9	3	95	0	97	-3	2	-16
7	Cn1c(SCc2nc3ccccc3[nH]2)nnc1-c1cccnc1	24	0.7	-21	92	4	86	-10	-13	-2
8	CCOc1ccc(NC(=O)c2ccc(NC(=S)NC3CCCCC3)cc2)cc1	44	1.4	-4	98	4	97	-2	1	-4
9	CN1CCN(C(=O)c2ccc(-c3ccccc3)cc2)CC1	-7	0.0	18	101	-2	100	12	-2	-3
10	Cc1ccccc1CN1CCN(CC(=O)NCc2ccccc2)CC1	29	0.6	6	118	3	111	14	-9	-2
11	Cc1cccc(-n2ncc3c2CCCC3NC(=O)c2ccc[n+]([O-])c2)c1C (configuration not stated)	16	-0.8	15	88	4	89	-15	11	1
12	CC(NCC1(N2CCOCC2)CCCCC1)C(=O)N1CCc2ccccc21 (configuration not stated)	19	0.7	9	103	2	101	-1	1	11
13	O=C(COc1ccc(Br)cc1)NCCNC(=O)c1ccccn1	48	-0.3	-5	111	2	108	9	-8	-8
14	Cc1ccc2nc(-c3ccc(NC(=O)CN4CCN(c5ccccn5)CC4)cc3)sc2c1	32	1.9	-18	121	3	130*	27	-18	-1
15	CC(=O)Nc1ccc(C(=O)Nc2ccc(S(=O)(=O)N3CCCCC3)cc2)cc1	26	0.8	10	95	1	98	1	-10	-18
16	CC1=NN2C(=N)/C(=C\c3cc(C)n(Cc4ccccc4)c3C)C(=O)N=C2S1	24	22*	4	106	-1	100	6	-10	-27
17	CCC(C)NS(=O)(=O)c1ccc(NC(=O)CCC2CCCCC2)cc1 (configuration not stated)	16	-1.4	-12	93	0	103	-2	-4	-7
18	CC(C)(C)c1nc(SCC(=O)Nc2nc3c(s2)CCCC3)c2ccccc2n1	12	-0.7	-10	95	2	92	-5	2	-1
19	COc1ccc(C(=O)N2CC3(CC(c4cccc(NC(=O)COc5ccc(Cl)cc5)c4)=NO3)C[C@@H]2C(N)=O)cc1 (some centres not stated)	35	-0.1	.	75	.	80	4	.	.
20	CCNC(=S)N(CCc1cccc(C)c1)Cc1cc2cc(OC)c(OC)cc2[nH]c1=O	1	0.8	25	89	-3	86	-3	3	-25

(next part)
#	SMILES	PHOSPHO1 block	OXTR agonist	NALP1 inh	MEKK2 WT-MEK5	PfM18AAP inh	MEKK3 PB1 HTS	MEKK2 mut-MEK5	GPR7 antagonist	DNA FID counter
21	CCn1c(NC(=O)c2ccc(COc3ccc(C)cc3[N+](=O)[O-])o2)nc2ccccc21	15	0.1	10	99	-11	103	-1	-8	-1
22	CCc1ccc2c(c1)C(C)=CC(C)(C)N2	-31	-0.9	21	92	1	85	-7	-4	0
23	O=C(Nc1cccc(S(=O)(=O)N2CCCC2)c1)c1cccnc1	-10	-0.5	7	104	2	103	6	-8	-7
24	CN(Cc1ccc(F)cc1)Cc1nc(CCc2ccccc2)no1	48	-2.3	21	88	-3	98	-9	-3	0
25	CCOc1ccc(N(CC(=O)NCc2ccc(Cl)cc2)S(=O)(=O)c2ccccc2)cc1	49	-0.5	-16	98	-1	93	1	-3	-38
26	Nn1c(Cc2cccc3ccccc23)nnc1SCCOc1ccc(F)cc1	-4	-1.4	17	103	14	101	2	14	-18
27	O=C(O)CC1S/C(=N/N=C/C=C/c2ccccc2[N+](=O)[O-])NC1=O (configuration not stated)	9	0.0	26	95	26	96	-1	-2	-7
28	Cc1nc([N+](=O)[O-])cn1CC(=O)c1ccc(Cl)cc1	32	0.0	9	103	-5	105	5	-7	1
29	O=C(Cn1cc(C(=O)C(F)(F)F)c2cc(Br)ccc21)N1CCOCC1	38	1.6	-9	79	1	94	-13	-3	1
30	COc1ccccc1OCC(=O)Nc1nnc(-c2ccco2)s1	74*	.	14	90	7	87	-3	2	-20
31	COc1cccc(C(=O)NC2CC(C)(C)Cc3c2cnn3-c2cccc(F)c2)c1OC (configuration not stated)	46	-0.9	2	100	9	100	-4	-10	-35
32	CC(C)CC(c1nnnn1C1CCCCC1)N1CCN(c2ncccn2)CC1 (configuration not stated)	-10	-1.4	-9	90	-16	95	-4	1	-6
33	Oc1ccc(-c2csc(-c3cccnc3)n2)cc1O	19	2.2	.	93	73*	93	-1	13	-10
34	COc1ccc(-c2nc(NC(=O)Cn3ccc(C(F)(F)F)n3)sc2C)cc1	12	0.8	6	105	2	103	4	6	-18
35	Cc1cccc(C)c1-n1nnnc1-c1cnccc1C(F)(F)F	12	-1.9	21	100	-7	97	6	-12	-13
36	COc1ccc(C(=O)Nc2cc(C)c3c(=O)oc4ccccc4c3n2)cc1	-10	0.7	22	111	4	110	2	-6	-1
37	O=[N+]([O-])c1ccccc1S(=O)(=O)Nc1cccnc1	14	0.1	5	101	2	100	4	-10	-3
38	CC(=O)Oc1ccc(N2C(=O)CCC2=O)cc1	2	0.0	16	97	-3	100	0	11	0
39	CCS(=O)(=O)c1nc(S(=O)(=O)c2ccc(C)cc2)c(N2CCCC(C)C2)s1 (configuration not stated)	26	-1.4	28	108	-4	110	4	12	-33
40	CN(C(=O)CSc1nc2c(cnn2-c2ccccc2)c(=O)[nH]1)C1CCS(=O)(=O)C1 (configuration not stated)	43	0.6	0	103	1	100	1	-17	-2

14 entries from above, in transposed form.
#21 CCn1c(NC(=O)c2ccc(COc3ccc(C)cc3[N+](=O)[O-])o2)nc2ccccc21
#22 CCc1ccc2c(c1)C(C)=CC(C)(C)N2
#23 O=C(Nc1cccc(S(=O)(=O)N2CCCC2)c1)c1cccnc1
#24 CN(Cc1ccc(F)cc1)Cc1nc(CCc2ccccc2)no1
#25 CCOc1ccc(N(CC(=O)NCc2ccc(Cl)cc2)S(=O)(=O)c2ccccc2)cc1
#26 Nn1c(Cc2cccc3ccccc23)nnc1SCCOc1ccc(F)cc1
#27 O=C(O)CC1S/C(=N/N=C/C=C/c2ccccc2[N+](=O)[O-])NC1=O (configuration not stated)
#28 Cc1nc([N+](=O)[O-])cn1CC(=O)c1ccc(Cl)cc1
#29 O=C(Cn1cc(C(=O)C(F)(F)F)c2cc(Br)ccc21)N1CCOCC1
#30 COc1ccccc1OCC(=O)Nc1nnc(-c2ccco2)s1

Compound	21	22	23	24	25	26	27	28	29	30
PHOSPHO1 block	15	-31	-10	48	49	-4	9	32	38	74*
OXTR agonist	0.1	-0.9	-0.5	-2.3	-0.5	-1.4	0.0	0.0	1.6	.
NALP1 inh	10	21	7	21	-16	17	26	9	-9	14
MEKK2 WT-MEK5	99	92	104	88	98	103	95	103	79	90
PfM18AAP inh	-11	1	2	-3	-1	14	26	-5	1	7
MEKK3 PB1 HTS	103	85	103	98	93	101	96	105	94	87
MEKK2 mut-MEK5	-1	-7	6	-9	1	2	-1	5	-13	-3
GPR7 antagonist	-8	-4	-8	-3	-3	14	-2	-7	-3	2
DNA FID counter	-1	0	-7	0	-38	-18	-7	1	1	-20

#31 COc1cccc(C(=O)NC2CC(C)(C)Cc3c2cnn3-c2cccc(F)c2)c1OC (configuration not stated)
#32 CC(C)CC(c1nnnn1C1CCCCC1)N1CCN(c2ncccn2)CC1 (configuration not stated)
#33 Oc1ccc(-c2csc(-c3cccnc3)n2)cc1O
#34 COc1ccc(-c2nc(NC(=O)Cn3ccc(C(F)(F)F)n3)sc2C)cc1

Compound	31	32	33	34
PHOSPHO1 block	46	-10	19	12
OXTR agonist	-0.9	-1.4	2.2	0.8
NALP1 inh	2	-9	.	6
MEKK2 WT-MEK5	100	90	93	105
PfM18AAP inh	9	-16	73*	2
MEKK3 PB1 HTS	100	95	93	103
MEKK2 mut-MEK5	-4	-4	-1	4
GPR7 antagonist	-10	1	13	6
DNA FID counter	-35	-6	-10	-18

More records:
#	SMILES	PHOSPHO1 block	OXTR agonist	NALP1 inh	MEKK2 WT-MEK5	PfM18AAP inh	MEKK3 PB1 HTS	MEKK2 mut-MEK5	GPR7 antagonist	DNA FID counter
41	COC(=O)c1ccc2c(=O)n(CCCN3CCCC3=O)c(=S)[nH]c2c1	6	-0.1	2	96	-12	97	1	-3	-4
42	O=C(O)CSc1cc(NS(=O)(=O)c2ccc(Cl)cc2)c2ccccc2c1O	-23	-0.6	0	102	14	103	4	-14	-4
43	O=S(=O)(O)c1cccc2c(N=Nc3ccc(O)c4ncccc34)cccc12	14	-0.8	5	96	16	102	1	-6	15
44	COc1ccc(CNCC(O)(c2ccc(F)cc2)c2ccc(F)cc2)cc1OC	-8	1.4	-8	108	-1	103	5	17	6
45	C1CN(CCN2CCOCC2)CCN1	10	-0.2	-2	103	4	101	3	-16	-3
46	COc1cccc(NC(=O)NC2(C(=O)N3CCC(O)CC3)CCCCC2)c1	14	1.1	8	97	-2	98	-1	-2	-2
47	CCOC(=O)N1CCN(S(=O)(=O)c2cc(Br)cc3c2N(C(C)=O)C(C)C3)CC1 (configuration not stated)	28	0.2	46	104	-1	101	-1	-5	-30
48	CN(C(=O)c1ccc(Br)o1)C1(C)CCS(=O)(=O)C1 (configuration not stated)	33	0.5	10	100	-6	91	4	1	-5
49	Cc1ccc(Cl)cc1NC(=O)COC(=O)C1CCCC1	25	-1.2	8	108	6	104	8	6	-5
50	COc1ccc(Br)cc1/C=N/NC(=O)CN1CCN(Cc2ccccc2)CC1	34	-1.1	3	96	-16	92	-11	-5	0
51	CCC(=O)N(CCc1ccc(S(N)(=O)=O)cc1)C1CC(=O)N(c2ccc(OC)cc2)C1=O (configuration not stated)	32	0.3	3	98	3	99	-3	-17	1
52	COc1oc(-c2ccccc2C)nc1C(F)(F)F	4	-0.2	3	97	-9	101	-3	-2	0
53	C/C(=N\NC(=O)C(=O)Nc1cc(C)ccc1C)c1ccncc1	40	-0.8	-15	103	-1	101	3	-7	-7
54	CC(=O)N1CCN(S(=O)(=O)c2ccc(S(=O)(=O)NC3CC3)cc2)CC1	14	-0.8	16	98	1	97	-2	-9	-1
55	O=c1oc2cc([N+](=O)[O-])ccc2nc1/C=C(O)/C=C/c1ccccc1	27	-1.1	.	91	3	90	-27	1	-6
56	Cc1ccc2nc(C)cc(Nc3ccc([N+](=O)[O-])cc3)c2c1	4	-1.1	33	106	3	96	4	-7	15
57	Cc1ccc(N(CC(O)CN2CCCCC2)S(=O)(=O)c2ccc(C)cc2)cc1 (configuration not stated)	23	2.1	4	105	-2	104	-4	-8	6
58	CCOc1ccc(S(=O)(=O)N(C)c2ccc(OCC(=O)OCc3c(C)noc3C)cc2)cc1	5	1.1	11	109	5	111	4	1	-24
59	CCCOc1ccc(/C=C/C(=O)NCc2ccccc2)cc1	-13	-1.9	41	101	4	100	1	6	-24
60	COc1ccc(Cl)cc1/C=C1/C(=O)ON=C1C	33	-0.8	12	105	10	106	5	-11	-1
61	Cc1ccnc(NCc2c(O)ccc3ccccc23)c1	.	-1.2	8	102	1	102	1	5	1
62	CCCCCCn1ccc(=N)cc1	4	0.1	23	95	1	81	-10	-4	-2
63	C#CC1CN(Cc2ccccc2)CC(C#C)N1C (configuration not stated)	-88	0.3	-6	108	1	111	6	2	5

Screening data from PubChem.
